Screening data as filed in PubChem BioAssay.
BRCA1 expr act – qHTS Assay to Identify Small Molecule Activators of BRCA1 Expression | AID 624202, 2012 | 380,000 compounds, 1.1% hits | MCF7-BRCA1-FFLuc reporter, luminescence, 48 h; response scale: scaled: vehicle 0%, 10 µM genistein 100% | Potency, µM (titrated, usually from 46.1 µM), inactives show at the top dose activation, usual class: activators; further: nearly all actives have a fitted effect of over 80% in size; some results filed as inactive show a strong effect at the top dose
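Luminescence from a BRCA1-driven firefly luciferase in MCF7 cells was the read-out, taken 15 min after substrate addition following 48 h compound exposure at 37 °C. Data were normalized to a 10 microM genistein control and DMSO vehicle.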
ELG1 genotoxic – qHTS screen for small molecules that induce genotoxicity in human embryonic kidney (HEK293T) cells expressing luciferase-tagged ELG1; HEK293T ELG1-luciferase reporter, luminescence, 16 h; Potency, µM (titrated, usually from 46 µM), without a hit: at the highest dose activity change, positive = activation, usual class: activators; 330,000 compounds, 1.3% hits; AID 504466, 2011; further: % of control where 0% means no effect; nearly all actives have a fitted effect of over 60% in size
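ELG1-luciferase HEK293T cells, 2,000/well; compound pinned in; 16 hr, 37 °C, 5% CO2; ONE-Glo, 30 min RT; luminescence on CCD imager.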
p53 reactivation – qHTS assay for re-activators of p53 using a Luc reporter | H1299 p53-A138V BP100-luciferase reporter, luminescence, 24 h | Potency, µM (doses to about 92.2 µM), for inactives: at the highest dose activity change, positive = activation, actives largely listed as activators | 320,000 compounds, 0.063% hits | AID 504706, 2011; further: % of control where 0% means no effect; nearly all actives have a fitted effect of over 45% in size
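p53-null H1299 cells stably carrying temperature-sensitive p53-A138V and a BP100-luciferase reporter were pinned with compounds (4-point, 1:5 series) and held 24 hrs at 37 deg C. Luminescence was read 10 min after detection reagent.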
MBNL1-CUG inh – qHTS Assay for Inhibitors of MBNL1-poly(CUG) RNA binding; 280,000 compounds, 0.036% hits; Muscleblind-like protein 1 (Homo sapiens), Q9NR56; Potency, µM (highest dose often 57.5 µM), without a hit: at the top dose activity change, negative = inhibition, actives largely listed as inhibitors; TR-FRET MBNL1-His/biotin-(CUG)12 binding, 665/545 ratio; active means well fitted inhibition curve with a large enough effect in the signal ratio, with a control signal flat, not every such curve was filed as active; inconclusive means small, poorly fitted or top-dose-only effect, or effect the other way, or a change in a side signal; inactive means no such curve, though single readings can be large or run the other way; the % refers to the signal ratio; further: on the % scale 0 is the no-effect control and ±100 the full control effect
Target sequence (Q9NR56 whole entry, looked up): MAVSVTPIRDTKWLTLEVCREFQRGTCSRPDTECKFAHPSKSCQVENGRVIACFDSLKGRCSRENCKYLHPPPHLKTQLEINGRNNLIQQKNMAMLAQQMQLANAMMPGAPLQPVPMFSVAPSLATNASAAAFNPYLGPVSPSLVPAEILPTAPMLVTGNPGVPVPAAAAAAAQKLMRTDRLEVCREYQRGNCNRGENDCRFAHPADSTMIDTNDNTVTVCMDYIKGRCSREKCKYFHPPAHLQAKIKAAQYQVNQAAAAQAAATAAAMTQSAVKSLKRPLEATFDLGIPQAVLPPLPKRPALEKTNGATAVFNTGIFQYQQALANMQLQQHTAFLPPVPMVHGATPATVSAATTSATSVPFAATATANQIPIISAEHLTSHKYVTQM
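TR-FRET readout: Ex 340 nm, 665/545 nm emission ratio, normalized to buffer-only (basal) and MBNL1-(CUG)12 controls. Complex of MBNL1-His with Biotin-(CUG)12, compounds 92 nM–58 uM, incubated 60 min at room temperature.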
Rab9 promoter act – qHTS Assay for Rab9 Promoter Activators; Potency, µM (titrated, usually from 9.22 µM), without a hit: top-dose activation, negative = inhibition, hits mostly activators; Huh7 Rab9 promoter-luciferase reporter, luminescence, 24 h; 320,000 compounds, 2.8% hits; AID 485297, 2010; further: % of control where 0% means no effect; nearly all actives have a fitted effect of over 60% in size
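Quantitative HTS format; Huh7 Rab9-luciferase reporter cells (1500/well) receive compound 2 h post-plating, incubate 24 h at 37 °C, then get luciferase reagent for 10 min before luminescence reading.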
NPC1 prom act – qHTS Assay for NPC1 Promoter Activators. Potency, µM (titrated, usually from 9.22 µM), for the others: top-dose activation, usual class: activators. Huh7 NPC1 promoter luciferase reporter, 24 h. 320,000 compounds, 2.4% hits;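 further: % of control where 0% means no effect; nearly all actives have a fitted effect of over 60% in size; reporter is driven by a mutant NPC1 promoter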
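Stably transfected Huh7 (NPC1 promoter→luciferase), 1500 cells/well in Opti-MEM + 10% FBS, 2 h settle, then compound 24 h at 37 °C. Luminescence after 10 min with Amplite reagent.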
RORgamma inh – qHTS for inhibitors of ROR gamma transcriptional activity. Drosophila S2 Gal4-RORgamma UAS-luciferase reporter, 20 h. Nuclear receptor ROR-gamma (Mus musculus), P51450. 310,000 compounds, 5.4% hits. AID 2551, 2010. Potency, µM (top dose mostly 53.6 µM), without a hit: top-dose activity change, negative = inhibition, hits mostly inhibitors; further: on the % scale 0 is the no-effect control and ±100 the full control effect; nearly all actives have a fitted effect of over 60% in size
Target sequence (P51450 whole entry, looked up, the tested form may be a part): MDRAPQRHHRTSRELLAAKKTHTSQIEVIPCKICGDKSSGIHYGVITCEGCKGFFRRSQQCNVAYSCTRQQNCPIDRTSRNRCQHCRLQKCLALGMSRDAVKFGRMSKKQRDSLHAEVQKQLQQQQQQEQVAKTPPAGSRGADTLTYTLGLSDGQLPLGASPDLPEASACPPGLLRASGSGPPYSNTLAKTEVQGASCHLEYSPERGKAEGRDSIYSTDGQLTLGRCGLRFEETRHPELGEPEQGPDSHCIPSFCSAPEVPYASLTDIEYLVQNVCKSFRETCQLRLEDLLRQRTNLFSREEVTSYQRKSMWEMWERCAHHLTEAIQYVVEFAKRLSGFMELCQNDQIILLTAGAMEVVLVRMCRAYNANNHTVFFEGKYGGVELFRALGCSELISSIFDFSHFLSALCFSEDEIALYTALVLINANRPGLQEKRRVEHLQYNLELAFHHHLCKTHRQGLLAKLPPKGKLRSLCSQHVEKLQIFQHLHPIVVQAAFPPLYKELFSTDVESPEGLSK
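Drosophila Schneider cells stably carrying a metallothionein-driven Gal4 DBD–ROR gamma fusion and a UAS-Photinus luciferase reporter were exposed to compound for 1 hr, then induced with copper sulfate (700 uM final) for 20 hr at ambient temperature before luminescence reading.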
FLuc counter – qHTS profiling assay for firefly luciferase inhibitor/activator using purifed enzyme and Km concentrations of substrates (counterscreen for miR-21 project); 360,000 compounds, 6.9% hits; Potency, µM (doses to about 57.5 µM), without a hit: at the top dose activity change, negative = inhibition, most hits filed as inhibitors; purified FLuc, Km substrates, luminescence inhibition; Luciferin 4-monooxygenase (Photinus pyralis), P08659;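 further: plate controls were vehicle for no effect and reference inhibitor for full effect; nearly all actives have a fitted effect of over 55% in size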
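Purified P. pyralis luciferase (10nM final) with 10uM D-luciferin and 10uM ATP (Km levels) in 50mM Tris acetate pH 7.5, 10mM Mg acetate, 0.01% Tween-20, 0.05% BSA; qHTS 6-point titration, ~60 µM downward; luminescence read.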
VP16 counter – VP16 counterscreen qHTS for inhibitors of ROR gamma transcriptional activity. Drosophila S2 Gal4-VP16 UAS-luciferase, luminescence, 20 h. Potency, µM (series often up to 53.6 µM), for inactives: at the highest dose activity, negative = inhibition, most hits filed as inhibitors. 310,000 compounds, 3.5% hits;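 further: Gal4-VP16 expression switched on by copper sulfate through the metallothionein promoter; on the % scale 0 is the no-effect control and ±100 the full control effect; nearly all actives have a fitted effect of over 50% in size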
uPA generation – qHTS for Inhibitors of Cell Surface uPA Generation. Potency, µM (top dose mostly 38.3 µM), inactives show top-dose activity change, negative = inhibition, usual class: inhibitors. AID 540303, 2011. 330,000 compounds, 0.31% hits. cell surface uPA generation assay, qHTS; active means well fitted inhibition curve with a large enough effect; inconclusive means small, poorly fitted or top-dose-only effect; inactive means no such curve, though single readings can be large or run the other way; tested in mouse RAW 264.7 cells; further: on the % scale 0 is the no-effect control and ±100 the full control effect; nearly all actives have a fitted effect of over 55% in size
* hit, by the source's call; ? = inconclusive; · = not tested or not shown; [ ] = dose if it differs, or a comment. Unless noted, the call rests on the fitted dose curve; in most records, active means well fitted curve in the direction sought with a large enough effect; inconclusive means small, poorly fitted or top-dose-only effect, or another doubt; inactive means no such curve, though single readings can be large; an effect the other way counts as inactive or inconclusive. Potency means the concentration at half of the fitted maximal effect. Rows are unselected. Share with any hit: about 13%.

SMILES	BRCA1 expr act	ELG1 genotoxic	p53 reactivation	MBNL1-CUG inh	Rab9 promoter act	NPC1 prom act	RORgamma inh	FLuc counter	VP16 counter	uPA generation
N#CCOC(=O)c1sccc1-n1cccc1	-9%	2%	7%	0%	3%	10%	-15%	0%	-1%	-3%
CC(=O)Nc1ccc2c(c1)OCCOCCOc1cc(NC(C)=O)ccc1OCCO2	3%	-6%	-1%	·	8%	0%	13%	5%	-4%	0%
COc1ccc(OC)c(NC(=O)Nc2ccc3c(c2)CCC3)c1	53%	-5%	-1%	-5%	1%	2%	44%	27µM*	-11%	4%
O=S(=O)(Nc1ccc(Cl)cc1)c1ccc2c(c1)CCO2	-22%	-4%	-4%	3%	-4%	4%	11%	-3%	?	-2%
CC(C)c1ccc(OCC(=O)NCc2ccccc2)cc1	-1%	-1%	-17%	5%	5%	8%	12%	?	-7%	3%
C=CCOc1ccccc1CN1CCC(Oc2cc(C(=O)NC3CC3)ccc2OC)CC1	-38%	-5%	4%	-4%	-5%	-4%	-16%	0%	12%	-15%
COc1ccccc1CNc1ccc(Br)cn1	46%	12%	16%	5%	9%	27%	5%	?	-7%	-2%
NS(=O)(=O)c1ccc(CNC(=O)C23CC4CC(CC(C4)C2)C3)cc1	14%	0%	-6%	-4%	4%	0%	-1%	2%	-2%	3%
Cn1c(SCc2cc(=O)[nH]c3ccccc23)nnc1-c1ccco1	11%	0%	-2%	2%	2%	1%	18%	1%	-6%	-9%
N#C/C(=C/c1ccc(C(=O)O)cc1)C(=O)Nc1ccccc1	0%	-1%	0%	4%	2%	-5%	-18%	-21%	-1%	6%
CC1CC(C)CN(CC(=O)NNC(=O)COc2ccc(Cl)cc2)C1 (stereo not drawn)	1%	0%	1%	·	-2%	0%	·	3%	·	-5%
COCCN(C(=O)c1csnn1)C(C(=O)NC1CCCCC1)c1cccs1 (stereo not drawn)	-5%	7%	-2%	-2%	-5%	-3%	-9%	0%	-4%	1%
O=C1c2cc(S(=O)(=O)NCCO)ccc2-c2ccc(S(=O)(=O)NCCO)cc21	-4%	-7%	8%	?	-2%	-5%	22%	-2%	-7%	0%
Cc1ccc(NC2=NCC(=O)N2c2ccc3c(c2)OCCO3)c(C)c1	-5%	-1%	-6%	2%	-1%	-1%	6%	3%	5%	1%
Cc1cc(C(=O)OCC(=O)NC(C)C)c2ccccc2n1	-11%	0%	0%	12%	0%	-4%	3%	-1%	-12%	-4%
CCOC(=O)c1cc(-c2ccc(C)o2)n[nH]1	7%	4%	4%	13%	-1%	-4%	-39%	?	15%	-7%
CC(C)c1ccc(NC(=S)NCCc2c[nH]c3ccccc23)cc1	-35%	0%	?	2%	-9%	0%	10µM*	-10%	?	5%
COc1ccc(CCC(=O)N/N=C\c2cccs2)cc1	-3%	1%	2%	·	1%	-2%	20%	0%	?	?
O=C(c1ccccc1)N1CCN(CC#Cc2ccccc2)CC1	?	3%	21%	-11%	?	22%	-17%	?	1%	-2%
CC(=O)c1ccc(N2CCN(C(C)C(=O)Nc3ccc4c(c3)OCCO4)CC2)cc1 (stereo not drawn)	-25%	1%	-1%	·	·	·	·	·	·	-3%
CC(C)CC(c1nnnn1C1CCCC1)N1CCC(C(N)=O)CC1 (stereo not drawn)	-7%	0%	3%	·	1%	-1%	23%	1%	2%	2%
CCCC(=O)N(c1ccc(OCC)cc1)C1C=CS(=O)(=O)C1 (stereo not drawn)	4%	1%	1%	7%	2%	-2%	-17%	4%[2.3 µM]	1%	-5%
Cc1ccc(S(=O)(=O)N2CCOCC2)cc1C(=O)Nc1cc(Cl)ccc1N1CCOCC1	-22%	0%	-4%	·	-7%	-2%	·	1%	·	11%
O=C1COc2ccc(S(=O)(=O)N3CCCCC3)cc2N1	-7%	4%	1%	-1%	-5%	-1%	-6%	2%	2%	17%

The closing 2 compounds of the part above open the next one.
SMILES	BRCA1 expr act	ELG1 genotoxic	p53 reactivation	MBNL1-CUG inh	Rab9 promoter act	NPC1 prom act	RORgamma inh	FLuc counter	VP16 counter	uPA generation
Cc1ccc(S(=O)(=O)N2CCOCC2)cc1C(=O)Nc1cc(Cl)ccc1N1CCOCC1	-22%	0%	-4%	·	-7%	-2%	·	1%	·	11%
O=C1COc2ccc(S(=O)(=O)N3CCCCC3)cc2N1	-7%	4%	1%	-1%	-5%	-1%	-6%	2%	2%	17%
O=c1cc(CO)oc(CN2CCN(c3ccccc3F)CC2)c1O	-1%	1%	-1%	-4%	-4%	-2%	1%	3%	0%	4%
Cc1cc(C(F)(F)F)n(-c2nc(C(=O)Nc3cccnc3)cs2)n1	-11%	0%	4%	-3%	-2%	-3%	16%	-2%	6%	-2%
Cc1cccc(/C=N/NC(=O)c2ccc(NC(=O)c3ccccc3Cl)cc2)n1	0%	?	1%	13%	3%	-3%	0%	4%	-3%	-4%
O=C1CCc2cc(S(=O)(=O)NC(Cc3ccccc3)C(=O)NC3CCCC3)ccc2N1 (stereo not drawn)	-31%	3%	-3%	-14%	0%	-3%	-9%	0%	3%	-6%
CC(=O)c1c(C(C)=O)c(C)n(-c2cccc([N+](=O)[O-])c2)c1C	36%	0%	3%	·	-1%	3%	-14%	-2%	-2%	-2%
CC(C)(C)OC(=O)NCc1ccc(CNC(=O)c2[nH]cnc2C(=O)N[C@@H](Cc2ccccc2)C(=O)OCc2ccccc2)cc1	-29%	2%	11%	-8%	1%	-8%	11µM*	2%	?	7%
CC(=O)N(C)c1ccc(NC(=O)Nc2ccccc2C)cc1	65%	21µM*	0%	-7%	2.8µM*	?	?	12µM*	1%	-13%
Cc1cc(C)n2cc(CSCc3ccccc3)nc2n1	19%	-5%	?	-20%	-3%	13%	-4%	2%	0%	0%
Clc1ccc2c(N/N=C/c3cccc(Br)c3)ccnc2c1	-52%	?	-10%	·	3%	14%	-117%	-18%	?	0%
Cc1ccc(C)c(S(=O)(=O)N2CCCOC2CNC(=O)C(=O)NCCCN2CCOCC2)c1 (stereo not drawn)	0%	-1%	1%	-3%	5%	0%	-14%	3%	-1%	2%
Cc1nnc(NC(=O)CS(=O)(=O)Cc2ccccc2)s1	-4%	-1%	5%	-6%	3%	-5%	-7%	-1%	-1%	1%
N#Cc1ccccc1OCC(=O)NC(=O)NCc1ccccc1	36%	2%	9%	0%	-2%	-6%	5%	?	5%	-1%
N#CC1=C(N)N(c2ccccc2)C2=C(C(=O)CCC2)C1c1ccsc1 (stereo not drawn)	-19%	6%	-5%	4%	-3%	0%	?	0%	9%	·
Cc1ccccc1OCC(=O)Nc1ccc2c(c1)OCO2	-2%	?	26%	11%	7%	?	21%	13µM*	-13%	-29%
O=C(NCCCCc1ccccc1)C1CCCC1	33%	0%	·	-2%	11%	-1%	-21%[1.91 µM]	-11%	17%	5%
CCc1ccc(C(=O)NNC(=O)CCC2CCCCC2)cc1	-10%	8%	21%	4%	6%	1%	5%	-3%	-15%	0%
CCOC(=O)NC(=O)CSc1cc(C)c2cc(C)cc(C)c2n1	-5%	0%	-4%	?	0%	-3%	32%	?	10%	6%
CCOC(=O)Cn1nnnc1C(CC)N(Cc1cc2c(C)cc(C)cc2[nH]c1=O)C1CCCC1 (stereo not drawn)	·	-1%	5%	-4%	-2%	-3%	4%	2%	-6%	·
O=C(c1cnc2n(c1=O)CCS2)N1CCN(C(c2ccccc2)c2ccc(Cl)cc2)CC1 (stereo not drawn)	-3%	-9%	-2%	3%	7%	-1%	?	7%	2%	2%
Cc1ccccc1-c1cc(=O)c2c(O)cccc2o1	-6%	0%	6%	-8%	4%	-2%	-4%	?	2%	16%
CCc1cccc(NC(=O)Cn2c(=O)c3cccn3c3ccccc32)c1	-30%	10%	15%	33%[activator]	5%	-3%	-38%	3%	-2%	5%
Cn1c(SCC(=O)Nc2sccc2C(N)=O)nc2ccccc2c1=O	-39%	0%	-7%	·	·	·	·	·	·	4%
COc1ccc2oc(C(=O)Nc3nnc(C)s3)c(C)c2c1	1%	3.3µM*	?	·	0.71µM*	?	·	0.6µM*	·	-5%
COC(=O)CSC1=C(C#N)C(c2ccc(F)cc2)CC(=O)N1 (stereo not drawn)	-9%	-3%	9%	-2%	-1%	0%	?	-8%	0%	-15%
COc1ccc(CCNC(=O)C(CC(C)C)NC(N)=O)cc1 (stereo not drawn)	2%	6%	-4%	-2%	0%	-6%	-7%	0%	-4%	-7%
CCN1CCN(CC#CCOc2ccccc2OC)CC1	-6%	0%	·	0%	-1%	3%	-17%	5%	-3%	2%
O=S(=O)(Nc1ccc(-n2cnnn2)cc1)c1ccc(Cl)s1	-29%	-1%	3%	·	·	·	·	·	·	-2%
